Assay outcomes from PubChem BioAssay.
mcGAS MS inh – inhibitors of Mus musculus cyclic GMP-AMP synthase, initial high-throughput assay, cell-free, RapidFire MS. hit rate 0.18% among 130,000. AID 1259397, 2018. recombinant mouse cGAS, cGAMP by RapidFire MS. inhibition, % at 12.5 µM. Q8C6L5;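 active = inhibition of cGAS enzyme activity at or above 60%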;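 note: enzyme stimulated by 45 bp dsDNA with ATP and GTP substrates; cGAMP share of summed cGAMP plus half ATP and half GTP signals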
Target sequence (Q8C6L5 whole entry, looked up): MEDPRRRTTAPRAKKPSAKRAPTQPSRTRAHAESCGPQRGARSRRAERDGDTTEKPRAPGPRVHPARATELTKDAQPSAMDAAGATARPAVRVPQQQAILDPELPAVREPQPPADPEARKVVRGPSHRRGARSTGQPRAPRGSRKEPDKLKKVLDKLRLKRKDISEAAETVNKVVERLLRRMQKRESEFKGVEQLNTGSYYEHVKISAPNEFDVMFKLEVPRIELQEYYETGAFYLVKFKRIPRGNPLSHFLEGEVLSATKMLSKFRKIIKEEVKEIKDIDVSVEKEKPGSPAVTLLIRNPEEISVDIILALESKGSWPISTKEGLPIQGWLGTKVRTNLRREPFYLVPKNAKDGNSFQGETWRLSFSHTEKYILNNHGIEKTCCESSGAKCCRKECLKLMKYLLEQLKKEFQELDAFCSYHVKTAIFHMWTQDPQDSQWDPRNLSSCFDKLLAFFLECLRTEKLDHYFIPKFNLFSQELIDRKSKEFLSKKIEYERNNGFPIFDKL
* = called active by the depositor. Some of the compounds tested, so the mix of outcomes need not match the whole.

cpd	smiles	mcGAS MS inh
1	Cc1cnc(-n2cnnc2)c(-c2ccc(F)c(CO)c2)c1	-22
2	O=C(CN1CCN(C(=O)c2ccc(=O)[nH]n2)CC1)Nc1ccccc1Cl	-8
3	CC(C)CNc1cc(C(=O)N2CCCN(C)CC2)cc(S(=O)(=O)NC(C)(C)C)c1	-11
4	CC(C)c1cc(=O)[nH]c(-n2nc(-c3cccs3)cc2NC(=O)c2ccc3c(c2)OCO3)n1	-2
5	Cc1nnc(Sc2ncccc2C(=O)O)s1	-12
6	C=CC[C@@H]1CC=C[C@@H](C)N1C(=O)CN1CCNCC1	-12
7	CN1CC(=O)N(CCCC(=O)O)C1=O	3
8	Cc1ccc(-c2ccc(NC(C)c3ccccc3)nn2)cc1S(N)(=O)=O (stereo unspecified)	-1

The closing five records of the part above come first, to join the parts.
cpd	smiles	mcGAS MS inh
4	CC(C)c1cc(=O)[nH]c(-n2nc(-c3cccs3)cc2NC(=O)c2ccc3c(c2)OCO3)n1	-2
5	Cc1nnc(Sc2ncccc2C(=O)O)s1	-12
6	C=CC[C@@H]1CC=C[C@@H](C)N1C(=O)CN1CCNCC1	-12
7	CN1CC(=O)N(CCCC(=O)O)C1=O	3
8	Cc1ccc(-c2ccc(NC(C)c3ccccc3)nn2)cc1S(N)(=O)=O (stereo unspecified)	-1
9	CS(=O)(=O)c1ccc2c(c1)CCCN2C(=O)c1cc(=O)[nH]c2ccccc12	-4
10	COc1ccc(-c2csc(NC(=O)C3CCCN(C(=O)N(C)C)C3)n2)cc1Cl (stereo unspecified)	3
11	O=C(Cc1csc(Nc2ccccc2)n1)NC1CC1	-6
12	CCOc1ncccc1-c1ccc(C)nc1N	-9
13	CN(Cc1cccc2cccnc12)S(=O)(=O)c1cccs1	-7
14	Cc1ncc(C)c(N2C[C@@H]3CN(C(=O)C4CC4)C[C@]3(C(=O)O)C2)n1	-30
15	Fc1cccc(CSc2nnc(-c3ccc4c(c3)OCO4)o2)c1	10
16	O=C(Cc1csc(NC(=O)NC2CCCCC2)n1)Nc1ccc(Oc2ccccc2)cc1	0
17	CC(N)C12CC3CC(CC(O)(C3)C1)C2 (stereo unspecified)	-6
18	CC1Sc2ccc(C(F)(F)F)cc2N(Cc2ccccc2Cl)C1=O (stereo unspecified)	-10
19	Cc1ccc(-c2c(N)n[nH]c2C(F)(F)F)cc1	-23
20	Cc1nc2c(C)cccc2cc1C(=O)N1CCN2CCN(C)CC2C1 (stereo unspecified)	-33
21	Cc1cc(CN2C(=O)CC3(CCSC3)C2=O)on1 (stereo unspecified)	-8
22	O=C(OCC(=O)N1CCCC1c1ccc(Cl)c(Cl)c1)C1CCOC1 (stereo unspecified)	-1
23	Clc1ccc(Br)cc1-c1nnc(-c2ccncc2)o1	-3
24	CC(=O)N1CCCn2nc(C(=O)NC(C)Cc3cc(C)[nH]n3)cc2C1 (stereo unspecified)	-12
25	COc1cc(-c2cccc3cccnc23)ccc1NC(C)=O	-10
26	c1ccc(Nc2nc(N3CCCCCC3)nc3nccnc23)cc1	-11
27	Cc1ccsc1[C@@H]1CCN(Cc2cc(CC(C)C)n[nH]2)C[C@H]1O	-14
28	CSC1=NC(=N)C(C#N)C2(CCCCC2)C1C(N)=O (stereo unspecified)	-6
29	COc1ccc(C(=O)Nc2ccc3c(c2)C(N(C)C(C)C)=Nc2ccccc2O3)cc1	-7
30	COc1cc2c(cc1O)NC(=O)CC2c1c(C)nn(C)c1Cl (stereo unspecified)	-10
31	NC(=O)C(OC(=O)CCc1ccsc1)c1ccc(F)cc1 (stereo unspecified)	-1
32	O=C(Cc1ccc2c(c1)CCCC2)Nc1ccc(S(=O)(=O)C(F)F)cc1	-3

Filtered by structure, the compounds so far with an aryl thioether with sulfur outside any ring (two)
cpd	smiles	mcGAS MS inh
5	Cc1nnc(Sc2ncccc2C(=O)O)s1	-12
15	Fc1cccc(CSc2nnc(-c3ccc4c(c3)OCO4)o2)c1	10

The listing continues.
cpd	smiles	mcGAS MS inh
33	Cc1nnc(Sc2cc(=O)n(C)c(=O)n2C)s1	-5
34	CC/C=C\CC/C=C/CN1CC[C@H](O)C[C@@H]1C(=O)O	13
35	Cc1ccc(-c2ccnc(NC3CC(=O)N(CC(C)(C)C)C3)n2)c(C)n1 (stereo unspecified)	-12
36	COc1ccc(NS(=O)(=O)c2cnc[nH]2)cc1OC	-10
37	Cc1ccc(N2CCCC(NCc3nc(-c4ccco4)no3)C2)nn1 (stereo unspecified)	-10
38	CCC(NC(=O)c1cc(OC)c2c(c1)OCCO2)c1cccs1 (stereo unspecified)	-6
39	CCC(=NNc1nc(C)cc(=O)[nH]1)C(CC)=NNc1nc(C)cc(=O)[nH]1	-12
40	CC1CC1C(=O)Nc1cccc(C(=O)Nc2ccccc2C#N)c1 (stereo unspecified)	-2
41	O=C(Nc1ccccc1F)N1CCN(CCc2ccccc2)CC1	-8
42	COc1cc(C(=O)Nc2nnc(Cc3ccccc3)s2)ccc1C	0
43	Cc1cc(F)ccc1NC(=O)CNCc1ccc2c(c1)OCO2	-2
44	COc1cc(Br)c(S(=O)(=O)NC(=O)/C=C(/C)C2CC2)cc1OC	-15
45	C=CCN1C(=O)C(=Cc2cccc(OC)c2O)SC1=S	-7
46	Cc1ccc(C)c(-n2nc(C)nc2C2CCNCC2)c1	-16
47	CC(O)CN1CCN(CCC(=O)N2CCCCC2)CC1 (stereo unspecified)	-3
48	COC(=O)CN1CC2(CCN(C(=O)/C=C/c3cc(F)ccc3F)CC2)OC1=O	-1
49	Cc1ccc(C2c3nc[nH]c3CCN2Cc2cc(C)ccc2O)cc1 (stereo unspecified)	-7
50	COc1c(C)cc(C)cc1-c1nccn1CC1CCCOC1 (stereo unspecified)	-8
51	Cc1ccoc1C(=O)Nn1cnc2ccccc2c1=O	-4
52	COc1ccccc1C(C)NC(=O)CN1CCc2sccc2C1 (stereo unspecified)	-15
53	CCOC(=O)C1(CC2CC2)CCN(S(=O)(=O)c2ccc(Cl)cc2)CC1	-4
54	CN(CC(F)F)S(=O)(=O)c1c(F)cccc1Br	9
55	Clc1nc(-c2ccccc2CN2CCOCC2)ns1	-14
56	CCS(=O)(=O)Nc1ccc2c(c1)CCCN2C(C)=O	-7
57	CC(C)CC(CN(C)C)NCc1cnc(C(C)(C)C)s1 (stereo unspecified)	4
58	O=S(=O)(c1cnc[nH]1)N1CCN(c2ccccc2)CC1	-8
59	CCc1ncc(CN2CCN(Cc3cccc(C)c3)CC2)cn1	-8
60	CCOc1nn(CC)cc1C(=O)NC1CCCCC1	-1
61	COc1ccc(OC)c(C(C)NCC(O)c2ccccc2)c1 (stereo unspecified)	-4
62	COc1cc2c(c(OC)c1OC)C(c1cccc(O)c1)CC(=O)N2 (stereo unspecified)	0
63	CC(CNC(=O)c1ccc(CN2CC(C)OC(C)C2)cc1)CN1CCCC1=O (stereo unspecified)	-1
64	O=C(Nc1cccc(C2=NCCN2)c1)Nc1cccc(C2=NCCN2)c1	3
65	CCOc1ccc(C2=NOC(C)C(=O)N2Cc2ccccc2)cc1 (stereo unspecified)	-16
66	NC(=O)C(NC(=O)C=C(C1CC1)C1CC1)c1cccc(Br)c1 (stereo unspecified)	0
67	CCN(CC)S(=O)(=O)c1cc(C(=O)N(C)C2CCC(C)CC2)ccc1Cl (stereo unspecified)	-3
68	COc1ccc(C(=O)COC(=O)c2ccc(OC)c(OC)c2OC)cc1OC	-3
69	c1ccc(-c2nc3c(c(N4CCN(Cc5cccc6cccnc56)CC4)n2)CCC3)cc1	0
70	Cc1cccc(C)c1OCc1n[nH]c(=S)n1N	-4
71	O=S(CSc1nc(Br)ns1)c1nc(Br)ns1 (stereo unspecified)	0
72	CN(C)c1ccc(C(F)(F)F)cc1NS(=O)(=O)c1ccccc1Cl	-2
73	CC(C)(C)c1cc(CN2CCCn3nc(C(=O)N4CCCC4)cc3C2)[nH]n1	0
74	CC(C)CNC(=O)NC(=O)C(C)SCCN(C)C (stereo unspecified)	-6
75	CNS(=O)(=O)c1ccc(CN(C)Cc2ccc3nsnc3c2)cc1	-23
76	Cc1ccc(-c2ccnc(NCC3(Cn4cccn4)CC3)n2)c(C)n1	1
77	N#C/C(=C\c1cc(Cl)ccc1OCc1c(F)cccc1Cl)c1nn(CCO)c(N)c1C#N	2
78	Cc1ccccc1S(=O)(=O)NC(=O)C1(C)CCN1C(=O)Cc1ccc(C(C)(C)C)cc1 (stereo unspecified)	-8
79	Cc1cc2c(cc1CN(C)Cc1c(C)noc1C)OCO2	-3
80	O=C(NCC(O)(c1ccccc1)c1ccccc1)C(O)(c1ccccc1)c1ccccc1	-11
81	Cn1ccnc1C(=O)c1ccc(NC(=O)C=Cc2cccs2)cc1	-17
82	O=C1NC2(CCOc3ccccc32)C(=O)N1Cc1coc(-c2cccs2)n1 (stereo unspecified)	95*
83	Cc1ccc([C@H]2[C@@H](C#N)[C@H](C#N)N3CCCN23)cc1	-3
84	O=C1C(Cl)=C(NCCN2CCOCC2)C(=O)c2ncccc21	-1
85	Clc1ccc(OCC#CCn2ccnc2)cc1	-8
86	O=C(Nc1cccc(-c2ccc(F)cc2)c1)C1CCCN1C(=O)c1ccncc1 (stereo unspecified)	-2
87	Cc1nn(C)c(Cl)c1CN1CCCC(C(=O)Nc2ccc(-c3cscn3)cc2)C1 (stereo unspecified)	0
88	CCOCCCC(=O)N1c2c(c(C)nn2C)N(C(=O)OC(C)(C)C)CC1C (stereo unspecified)	-2

Carrying on.
cpd	smiles	mcGAS MS inh
89	CCn1nc(C)c(NC(=O)CN2CC[C@@H](F)C2)c1C	-17
90	O=C(c1scc2c1OCCO2)N1CCCCCC1	-34
91	CN(Cc1ccc(-n2cccn2)cc1)Cc1ncccc1C(=O)O	-16
92	O=C(c1cc2cc(F)ccc2[nH]1)N1CCOC(CO)C1 (stereo unspecified)	-3
93	Cc1ccc(NC(=O)N2CC(S(=O)(=O)N3CCN(C(=O)OC(C)(C)C)CC3)C2)s1	-32
94	CNc1cc(-c2cccc(F)c2)ncn1	0
95	Cc1cc(=O)n2nc(N3CCNC(=O)C3)sc2n1	-5
96	Cc1ccc(-n2cc(-c3ccc(Cl)cc3)nc2NC(=O)CNCCN(C)C)cc1	-3
97	O=C1C(=Cc2ccc(-c3ccccc3)cc2)CS(=O)(=O)c2ccc(F)cc21	-1
98	CC(C)N1CCC(=O)NC1=O	15
99	CN1CC(=O)N(CN2CCCC2c2nc3ccccc3s2)C1=O (stereo unspecified)	-5
100	CC1C(=O)N(c2ccc(-c3ccccc3)cc2)CCN1Cc1c(F)cccc1F (stereo unspecified)	-5
101	C=CCNc1nnc(SCC(=O)NC(=O)NC2CCCCC2)s1	-8
102	COc1ccc(C(C)=O)cc1Cn1cc(C(=O)NCc2cccc(C(F)(F)F)c2)sc1=O	-4
103	CCN(CC)C(=O)c1cn[nH]c1-c1ccc(Cl)cc1	-3
104	Cn1cc(CN(C(=O)C(O)c2ccc(C(F)(F)F)cc2)C2CC2)cn1 (stereo unspecified)	-10
105	CN(C)C=Nc1nc(-c2ccc3c(c2)OCO3)cs1	-1
106	CCOC(=O)O[C@]1(C(=O)COC(=O)CC)CCC2C3CCC4=CC(=O)C=C[C@]4(C)C3[C@@H](O)C[C@@]21C (stereo partly specified)	-2
107	CC(OC(=O)c1cccc(C#N)c1)C(=O)NC(=O)NC(C)(C)C (stereo unspecified)	-7
108	C1COC(CN2CCN(C3CCC4(CCNCC4)CC3)CC2)C1 (stereo unspecified)	-5
109	O=C(Nc1c(F)c(F)c(F)c(F)c1F)c1cc2c(=O)n3ccccc3nc2s1	2
110	CCc1cn[nH]c1C1CCCN(C(=O)c2cc3cc(Cl)cc(OC)c3o2)C1 (stereo unspecified)	2
111	CN(C1CCS(=O)(=O)C1)S(=O)c1ccc2ccccc2c1 (stereo unspecified)	-5
112	CCOc1ccc(-n2nnc3c(=O)n(Cc4cc(C)ccc4C)cnc32)cc1	4
113	Brc1ccc(Cn2nnc(-c3ccc4c(c3)OCO4)n2)cc1	-1
114	COc1ccc(NC(=O)c2ccc(OC)nc2)c(OC)c1	-8
115	O=C(Nc1cccc(-c2cccc(F)c2)c1)C1CCN(CC2CCOC2)CC1 (stereo unspecified)	0
116	N[C@@H](C(=O)NCC1=CCCCC1)c1ccccc1	-12
117	N#Cc1ccc(C=Cc2nc3cc(Cl)ccc3o2)cc1	-2
118	Cc1cc(F)ccc1S(=O)(=O)Nc1c(C)c(C)nn1C	-2
119	Cc1cc(Nc2ccc3c(n2)C(=O)N(CC(=O)N[C@H]2CCc4ccccc42)C3)n(C)n1	11
120	CN(C(=O)c1cc(CCc2ccccc2)no1)C1CCOC1 (stereo unspecified)	-6
121	CCOC(=O)c1sc2nc(C(C)OC(=O)C3CC4CCCC(C3)C4=O)[nH]c(=O)c2c1C (stereo unspecified)	-1
122	O=C(CCl)N1CCN(S(=O)(=O)c2cccc(F)c2)CC1	2
123	CC(NS(=O)(=O)N(C)C(C)C)C(=O)N(C)C (stereo unspecified)	-8
124	Cc1cccc(NC(=O)c2sc(-c3ccccc3)nc2C)c1	-6
125	COc1ccc2[nH]cc(C(CC(=O)NCC3(C)CCCO3)c3ccc(Cl)nc3)c2c1 (stereo unspecified)	0
126	Cc1[nH][nH]c(=O)c1CC(=O)N1CCCC2(CCNC2)C1 (stereo unspecified)	-14
127	O=c1ccc(-c2ccncc2)nn1CCNS(=O)(=O)c1ccc(F)cc1	-7
128	CN1[C@H]2CC[C@@H]1CN(Cc1cc3n(n1)CCCNC3)CC2	22
129	CNS(=O)(=O)c1ccc(C(=O)N2CCCCCC2)cc1	-14
130	COCCN1C(=O)C2(NCCS2)c2ccccc21 (stereo unspecified)	-11
131	COCCN1CCN(Cc2nc(Cc3ccc(OC)c(OC)c3)no2)CC1	6
132	CC(NC(=O)Cn1ccc2ccccc2c1=O)c1ccc(F)cc1 (stereo unspecified)	6
133	Cn1nc(C(=O)Nc2ccccc2-c2nc(-c3ccccc3)n[nH]2)ccc1=O	10
